Compound activity deposited in PubChem by National Center for Advancing Translational Sciences (NCATS).
BRCA1 expr up: BRCA1 expression activation | MCF7-BRCA1-FFLuc reporter, luminescence, 48 h; response scale: scaled: vehicle 0%, 10 µM genistein 100% | 380,000 tested, 1.1% active | Potency, µM (doses to about 46.1 µM), for the others: at the top dose activation, usual class: activators; also: potency is read from the fitted curve at half-maximal effect; nearly all actives have a fitted effect of over 80% in size; some results filed as inactive show a strong effect at the top dose
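MCF7-BRCA1-FFLuc cells, 2000/well in phenol-red-free MEM, attached 2 h then treated 48 h at 37 C. Luciferase luminescence read 15 min after reagent; normalized to genistein maximum activation (10microM) and DMSO, concentration-response fitted.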
ELG1 DNA repair: blocks ELG1-dependent DNA repair in HEK293T cells; HEK293T ELG1-luciferase reporter, luminescence, 16 h; DNA damage induced by 5-fluorouridine; Potency, µM (doses to about 46.1 µM), for inactives: at the top dose activity change, negative = inhibition, most hits filed as inhibitors; 330,000 tested, 2.3% active; also: potency is read from the fitted curve at half-maximal effect; % is scaled to controls: 0 for no effect and ±100 for the full control effect; nearly all actives have a fitted effect of over 55% in size
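Cells (2,000 per well) received 5-fluorouridine plus test compound or DMSO and were incubated 16 hr at 37 °C, 5% CO2. Luciferase activity was read by luminescence 30 min after ONE-Glo addition; signal suppression marked inhibition of damage-induced ELG1 function.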
Rab9 promoter act: activates the Rab9 promoter; Huh7 Rab9 promoter-luciferase reporter, luminescence, 24 h; Potency, µM (top dose mostly 9.22 µM), inactives show at the top dose activation, negative = inhibition, most hits filed as activators; 320,000 tested, 2.8% active; also: potency is read from the fitted curve at half-maximal effect; % of control where 0% means no effect; nearly all actives have a fitted effect of over 60% in size
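Huh7 reporter line, Rab9 promoter upstream of luciferase. Compound exposure 24 h at 37 °C in reduced-serum medium with 10% FBS. Read-out: luminescence.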
Tb PFK inh: T. brucei PFK enzyme inhibition | O15648 | T. brucei PFK, ADP-Glo luminescence | Potency, µM (highest dose often 57.5 µM), inactives show at the top dose activity, negative = inhibition, most hits filed as inhibitors | 330,000 tested, 0.17% active | AID 485367;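 also: potency is read from the fitted curve at half-maximal effect; 0% = uninhibited 1x PFK enzyme wells and -100% = no-enzyme wells; nearly all actives have a fitted effect of over 60% in size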
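Activity is normalized to no-enzyme wells (full inhibition) and 1.25 nM enzyme wells (no inhibition). Reaction: 0.5 mM F6P, 0.1 mM ATP, 45 min RT, ADP-Glo luminescence; concentration-response curves fitted and classed by quality.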
Gal4-VP16 FLuc: Gal4-VP16 reporter inhibition counter-screen; Drosophila S2 Gal4-VP16 UAS-luciferase, luminescence, 20 h; 310,000 tested, 3.5% active; Potency, µM (titrated, usually from 53.6 µM), without a hit: at the top dose activity, negative = inhibition, usual class: inhibitors; AID 2546;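 also: Gal4-VP16 expression switched on by copper sulfate through the metallothionein promoter; potency is read from the fitted curve at half-maximal effect; % is scaled to controls: 0 for no effect and ±100 for the full control effect; nearly all actives have a fitted effect of over 50% in size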
p53 reactivator: re-activators of mutant p53 | H1299 p53-A138V BP100-luciferase reporter, luminescence, 24 h | Potency, µM (top dose mostly 92.2 µM), for the others: at the top dose activity change, positive = activation, hits mostly activators | 320,000 tested, 0.063% active; also: potency is read from the fitted curve at half-maximal effect; % of control where 0% means no effect; nearly all actives have a fitted effect of over 45% in size
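p53-null H1299 cells stably carrying temperature-sensitive p53-A138V and a BP100-luciferase reporter were pinned with compounds (4-point, 1:5 series) and held 24 hrs at 37 deg C. Luminescence was read 10 min after detection reagent.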
ELG1 genotox: genotoxicity induction in ELG1-luciferase HEK293T cells. 330,000 tested, 1.3% active. HEK293T ELG1-luciferase reporter, luminescence, 16 h. Potency, µM (titrated, usually from 46 µM), without a hit: top-dose activity change, positive = activation, actives largely listed as activators; also: potency is read from the fitted curve at half-maximal effect; % of control where 0% means no effect; nearly all actives have a fitted effect of over 60% in size
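DMSO vehicle served as control against compound-treated ELG1-luciferase HEK293T cells; exposure lasted 16 hr at 37 °C and 5% CO2, followed by ONE-Glo luminescence detection after 30 min.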
NPC1 prom act: activates the NPC1 promoter. Huh7 NPC1 promoter luciferase reporter, 24 h. Potency, µM (series often up to 9.22 µM), for the others: at the top dose activation, usual class: activators. 320,000 tested, 2.4% active;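 also: potency is read from the fitted curve at half-maximal effect; % of control where 0% means no effect; nearly all actives have a fitted effect of over 60% in size; reporter is driven by a mutant NPC1 promoter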
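Stable NPC1-promoter luciferase Huh7 line; cpd (DMSO) 24 h, 37 °C, 5% CO2; Amplite luciferase reagent 10 min RT; luminescence readout. qHTS format.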
FLuc modulator: inhibits or activates purified firefly luciferase, miR-21 counter-screen | P08659 | purified FLuc, Km substrates, luminescence inhibition | Potency, µM (doses to about 57.5 µM), for the others: at the top dose activity change, negative = inhibition, hits mostly inhibitors | 360,000 tested, 6.9% active;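 also: potency is read from the fitted curve at half-maximal effect; plate controls were vehicle for no effect and reference inhibitor for full effect; nearly all actives have a fitted effect of over 55% in size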
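Purified P. pyralis luciferase, 10 nM final, with Km-level 10 uM D-luciferin and 10 uM ATP in 50 mM Tris acetate pH 7.5, 10 mM Mg acetate, 0.01% Tween-20, 0.05% BSA; 6-point qHTS titration about 60 µM downward; luminescence read.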
RORg inh: blocks mouse ROR gamma transcriptional activity; Potency, µM (series often up to 53.6 µM), inactives show at the top dose activity change, negative = inhibition, hits mostly inhibitors; 310,000 tested, 5.4% active; AID 2551; Drosophila S2 Gal4-RORgamma UAS-luciferase reporter, 20 h; P51450; also: potency is read from the fitted curve at half-maximal effect; % is scaled to controls: 0 for no effect and ±100 for the full control effect; nearly all actives have a fitted effect of over 60% in size
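Stable Schneider cell line, Gal4 DNA-binding domain fused to ROR gamma, UAS-luciferase. Cmpd 1 hr RT → CuSO4 700 uM final → 20 hr RT → luciferase reagent 10 min → luminescence.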
TRPV1 agonist: human TRPV1 agonism | TRPV1-expressing cells, Fluo-8 calcium influx, agonist mode | activation, % at 8.33 µM | 320,000 tested, 0.19% active | AID 540275; in the data active = activation above about 80%; inconclusive = between about 30% and that limit; also: 0% is about no effect
Target sequence (Q8NER1 whole entry, looked up): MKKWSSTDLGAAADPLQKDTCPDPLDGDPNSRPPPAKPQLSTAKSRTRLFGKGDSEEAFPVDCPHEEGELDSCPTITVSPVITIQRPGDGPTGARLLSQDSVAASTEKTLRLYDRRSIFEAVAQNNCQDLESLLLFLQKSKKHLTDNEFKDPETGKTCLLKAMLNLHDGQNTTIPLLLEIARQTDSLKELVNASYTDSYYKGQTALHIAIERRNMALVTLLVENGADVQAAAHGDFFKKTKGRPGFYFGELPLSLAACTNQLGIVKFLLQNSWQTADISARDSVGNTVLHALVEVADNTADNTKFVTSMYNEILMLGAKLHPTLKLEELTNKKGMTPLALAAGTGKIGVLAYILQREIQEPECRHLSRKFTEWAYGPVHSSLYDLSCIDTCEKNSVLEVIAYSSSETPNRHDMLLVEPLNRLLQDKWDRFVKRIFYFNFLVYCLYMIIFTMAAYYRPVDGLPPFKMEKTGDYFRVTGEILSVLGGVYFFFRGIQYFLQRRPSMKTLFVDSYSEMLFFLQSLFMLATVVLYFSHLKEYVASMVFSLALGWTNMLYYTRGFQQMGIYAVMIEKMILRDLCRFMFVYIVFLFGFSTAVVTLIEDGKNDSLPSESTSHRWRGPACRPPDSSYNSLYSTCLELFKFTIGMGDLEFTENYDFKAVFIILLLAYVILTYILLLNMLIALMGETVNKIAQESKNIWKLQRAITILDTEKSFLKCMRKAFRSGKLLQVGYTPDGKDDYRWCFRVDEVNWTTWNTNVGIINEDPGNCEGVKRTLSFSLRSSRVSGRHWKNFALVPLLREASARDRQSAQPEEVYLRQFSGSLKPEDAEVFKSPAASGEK
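TRPV1-expressing cells were cultured overnight at 35.5C and loaded with Fluo-8 calcium dye for 40 to 90 min at room temperature. After a 10 s baseline, compound was added and calcium influx was read kinetically for 3 min (ex 480/em 520 nm).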
The depositor's hits bear a star; ? = inconclusive; . = no result given; & = joins results of further samples; [ ] = remark or other dose. Unless noted, calls follow the shape of the dose curve; as a rule, active = well fitted curve in the direction sought with a large enough effect; inconclusive = small, poorly fitted or top-dose-only effect, or another doubt; inactive = no such curve, though single readings can be large; an effect the other way counts as inactive or inconclusive.

SMILES | BRCA1 expr up | ELG1 DNA repair | Rab9 promoter act | Tb PFK inh | Gal4-VP16 FLuc | p53 reactivator | ELG1 genotox | NPC1 prom act | FLuc modulator | RORg inh | TRPV1 agonist
O=C(CNc1cc(S(=O)(=O)N2CCCC2)ccc1OCC(F)(F)F)Nc1cccc(C(F)(F)F)c1 | -78% | ? | -14% | -4% | ? | 1% | -9% | -9% | 1% | 24%[10 µM] | ?
CCNc1nc(NCC)nc(C(=O)NN)n1 | -10% | 1% | -3% | 1% | -3% | 3% | -9% | 1% | 1% | ? | -1
O=C(N/N=C/c1ccccn1)c1ccc(Cl)cc1 | 53% | ? | 3.2µM* | -5% | 2.5µM* | ? | 18µM* | ? | 8.5µM* | 1.4µM* | 15
C[C@@H](C(=O)NCc1ccccc1)[C@H]1C[C@]1(C)[C@H](NC(=O)OCc1ccccc1)c1ccccc1 | -34% | ? | -2% | -1% | 6%&-4% | 0% | -7% | -1% | 3% | -17%&-10% | 28
Cc1ccc(-c2nnc(-c3ccccc3Br)o2)cc1 | ? | ? | 4µM* | 2% | ? | . | ? | 4µM* | 0.76µM* | 13µM* | ?
Cc1onc(-c2ccccc2)c1CNC(=O)CN1C(=O)c2ccccc2C1=O | 4% | 0% | -6% | 0% | 4% | 2% | -2% | -2% | 4% | 22% | 0
Cc1cc(C)c2c(c1)NC(C(=O)O)C1CC=CC21 (centres undefined) | -33%&-11% | 2% | 14% | -14% | -5% | 0% | -1% | 9% | ? | -24% | -3
Cn1c(SCC(=O)NCC2CCCO2)ncc(C(=O)Nc2ccccc2)c1=O (centres undefined) | -63% | ? | 2% | -11% | . | ? | ? | 0% | ? | . | 4
CCCCN(C(=O)c1ccc([N+](=O)[O-])s1)c1c(N)n(CCCC)c(=O)[nH]c1=O | -60% | 0% | 0% | 8% | . | 9% | -5% | 5% | 5% | . | 0
COc1ccc(OC)c(C(c2nnnn2CCc2ccccc2)N2CCC(C(N)=O)CC2)c1 (centres undefined) | -14% | -3% | -5% | -5% | -5% | 1% | -1% | 7% | 5% | -4%[10 µM] | 2
CC(C)[C@H](NC(=O)[C@@H]1Cc2c([nH]c3ccccc23)C2c3ccccc3C(=O)N21)C(=O)NCC1CCCO1 (some centres undefined) | 4% | -14% | -2% | 1% | 4% | 1% | -2% | -1% | 1% | 18% | -4
O=C(Cn1ccc(=O)[nH]c1=O)NCCO | 2% | 0% | 7% | -4% | 3% | -6% | 0% | -1% | -1% | -9% | 2
O=C(NC1CCCCC1)C1CCN(C(=O)NCc2ccccc2)CC1 | 20% | 8% | -6% | -1% | 1% | -13% | 2% | -7% | 3% | 1% | 0
CCn1c(SCC(=O)NNC(=O)c2ccc(OC)cc2)nnc1-c1cccnc1 | -5% | 7% | 9% | 0% | 1% | -7% | 0% | -3% | -9% | -2% | -1
O=C(Cn1[nH]c(=O)c2ccccc2c1=O)OCC(=O)N1CCc2ccccc2C1 | -3% | 4% | -1% | -2% | -15% | -2% | -2% | -2% | 0% | -1% | 1
COc1ccccc1Nc1ncnc2c1c(C)c(C)n2CCO | 52% | ? | 20% | 15% | 14% | 5% | ? | 27% | ? | 7% | 4
O=C(Cn1c(-c2ccccc2)noc1=O)Nc1ccc(N2CCCCCC2)cc1 | -19% | -14% | -1% | -2% | -1% | 2% | -9% | 3% | ? | 12% | 15
COc1ccc(-n2c(-c3ccc(Cl)cc3Cl)n[nH]c2=S)c(OC)c1 | 5% | -2% | 3% | 0% | 6.3µM* | 7% | 1% | -3% | -8% | 4µM* | -5
COc1cccc(NC(=O)CSc2nnc(NC(=O)c3ccco3)s2)c1 | -1% | ? | 17% | -3% | 5% | 24% | 17% | 14% | 24µM* | 28% | -3
CC(C)CNC(=S)NNC(=O)c1ccc2c(c1)OCO2 | -6% | ? | 0% | -1% | -4% | 8% | 9% | 14% | 1% | ? | -2
CCCC(C)C(=O)NCc1ccncc1 (centres undefined) | -4% | -7% | -10% | 3% | -13% | 0% | -2% | -4% | -1% | -8% | ?
CSc1ncccc1C(=O)OCc1ccccc1 | 5% | ? | ? | -5% | 5% | ? | ? | 20% | 19µM* | ? | 3
CCN(CC)S(=O)(=O)c1ccc(NC(=O)c2ccc(N3CCCC3=O)cc2)cc1 | -20% | ? | . | 1% | . | -3% | 2% | . | . | . | .
O=C(CNS(=O)(=O)c1ccc(Br)s1)NCc1ccccc1 | -1% | -3% | -2% | 4% | -2% | -3% | 0% | 1% | 0% | 39% | 3
CCN(CCn1cccn1)Cc1nc(Cc2cccc(F)c2)no1 | 9% | -6% | 4% | 0% | -14% | -3% | 0% | -4% | 0% | 1% | 1

Entries above marked active in NPC1 prom act.
SMILES | Rab9 promoter act | p53 reactivator | NPC1 prom act | RORg inh | TRPV1 agonist
Cc1ccc(-c2nnc(-c3ccccc3Br)o2)cc1 | 4µM* | . | 4µM* | 13µM* | ?

Additional records follow:
SMILES | BRCA1 expr up | ELG1 DNA repair | Rab9 promoter act | Tb PFK inh | Gal4-VP16 FLuc | p53 reactivator | ELG1 genotox | NPC1 prom act | FLuc modulator | RORg inh | TRPV1 agonist
O=C(COC(=O)C1CC1)NCCNC(=O)COC(=O)C1CC1 | -22% | 8% | -7% | 5% | . | -5% | -6% | -2% | -1% | . | 6
NC(=O)Cn1c(=O)n(CCC(=O)Nc2ccc(F)cc2)c(=O)c2sccc21 | 16% | 3% | -5% | 2% | -7% | 3% | 1% | -1% | -1% | -1% | -2
O=C(Nc1ccc(OCC(F)(F)C(F)F)cc1)c1ccncc1 | -2% | ? | -10% | -2% | -26% | 1% | -9% | -4% | -3% | 7% | ?
Oc1ccc(N2CCN(Cc3c(-c4ccccc4)nc4ccccn34)CC2)cc1 | -41% | -17% | 0% | -26% | 5% | -6% | -5% | 1% | 2% | ? | -1
CC(=O)c1c(C)[nH]c(C(=O)COC(=O)c2ccc(C)s2)c1C | 52% | ? | . | 0% | . | -2% | 9% | . | . | . | .
CCCc1nc(SCC(=O)Nc2cc(Cl)ccc2OC)c2c(=O)n(C)c(=O)n(C)c2n1 | . | 2% | -11% | -1% | -4% | -6% | -6% | 0% | 1% | 3% | -2
O=C(Nc1ccc(Oc2ccccc2)cc1)c1ccco1 | 0% | . | . | . | -2% | . | . | . | 5.4µM* | ? | ?
O=C(O)C1=C[C@@H](c2ccc3c(c2)OCO3)C[C@@H](OCc2ccc(CO)cc2)O1 | 16% | 10% | 2% | -2% | 4% | -1% | 4% | -7% | -9% | -13% | 4
CC(C(=O)NC1C(=O)N2C(C(=O)O)=C(CSc3nnnn3C)CSC12)n1cc(Cl)cn1 (centres undefined) | -7% | -7% | 0% | -11% | 6% | 1% | 2% | -3% | -3% | 6% | 6
Cc1cc(OC(C)C(=O)NCC(O)c2ccccc2)c2c(C)c(C)c(=O)oc2c1 (centres undefined) | 0% | 22% | -1% | 1% | -2% | -7% | 3% | 2% | 0% | -5% | 3
COc1ccc(NC(=O)C2CCCN2S(=O)(=O)c2ccc3c(c2)CC(C)N3C(C)=O)cc1OC (centres undefined) | -5% | 3% | 0% | 3% | 5% | 1% | 0%[9.26 µM] | -2% | -1% | -3% | 2
O=c1[nH]cnc2nc3n(c12)CCCCC3 | 11% | -2% | 1% | -7% | 2% | -7% | -2% | 1% | -1% | -15% | -1
CC(C)(C)c1ccc(C(=O)NCC(=O)OCC(=O)c2ccc3c(c2)-c2ccccc2C3)cc1 | 29% | 28% | -2% | -1% | ? | -1% | 1% | 1% | ? | 1% | -1
COc1ccc(CSc2nc(C)cc(=O)[nH]2)cc1Br | -16% | 13% | -2% | 2% | -2% | -3% | 4% | 2% | -11% | 43% | -3
O=C(NC1CCCCC1)C(c1ccc(F)cc1)N(Cc1ccco1)C(=O)c1csnn1 (centres undefined) | -10% | -6% | 1% | -2% | 6% | -1% | -2% | -5% | 0% | 9% | 6
CCc1ccc(NCc2nc3ccccc3c(=O)[nH]2)cc1 | 6% | ? | 2.8µM* | -2% | ? | . | 3.3µM* | ? | 11µM* | ? | 9
N#CC1=C(Nc2ccccc2)SC=C(c2ccc(Cl)c(Cl)c2)N=C1N1CCOCC1 | -39% | -24% | -4% | -1% | -10% | -1% | 0% | 0% | 1% | -6% | 6
Cc1ccc(SC(C)C(=O)NCc2ccncc2)cc1 (centres undefined) | -11% | 2% | -1% | -6% | 9% | 2% | -2% | 0% | -1% | -3% | ?
CCOC(=O)N/N=C/c1ccccc1OCc1ccc(Cl)cc1 | ? | 3% | -5% | -5% | -5% | ? | 2% | -2% | 15µM* | ? | -3
